# 12-LOX inh: inhibitors of human 12S-lipoxygenase ALOX12; P18054; purified 12hLO, xylenol orange hydroperoxide absorbance; Potency, µM (top dose mostly 108 µM), for inactives: at the top dose activity change, negative = inhibition, hits mostly inhibitors; 580,000 tested, 1.1% active; AID 1671190; active means well fitted inhibition curve with a large enough effect; inconclusive means small, poorly fitted or top-dose-only effect, or another doubt; inactive means no such curve, though single readings can be large or run the other way
# Target sequence (P18054 whole entry, looked up): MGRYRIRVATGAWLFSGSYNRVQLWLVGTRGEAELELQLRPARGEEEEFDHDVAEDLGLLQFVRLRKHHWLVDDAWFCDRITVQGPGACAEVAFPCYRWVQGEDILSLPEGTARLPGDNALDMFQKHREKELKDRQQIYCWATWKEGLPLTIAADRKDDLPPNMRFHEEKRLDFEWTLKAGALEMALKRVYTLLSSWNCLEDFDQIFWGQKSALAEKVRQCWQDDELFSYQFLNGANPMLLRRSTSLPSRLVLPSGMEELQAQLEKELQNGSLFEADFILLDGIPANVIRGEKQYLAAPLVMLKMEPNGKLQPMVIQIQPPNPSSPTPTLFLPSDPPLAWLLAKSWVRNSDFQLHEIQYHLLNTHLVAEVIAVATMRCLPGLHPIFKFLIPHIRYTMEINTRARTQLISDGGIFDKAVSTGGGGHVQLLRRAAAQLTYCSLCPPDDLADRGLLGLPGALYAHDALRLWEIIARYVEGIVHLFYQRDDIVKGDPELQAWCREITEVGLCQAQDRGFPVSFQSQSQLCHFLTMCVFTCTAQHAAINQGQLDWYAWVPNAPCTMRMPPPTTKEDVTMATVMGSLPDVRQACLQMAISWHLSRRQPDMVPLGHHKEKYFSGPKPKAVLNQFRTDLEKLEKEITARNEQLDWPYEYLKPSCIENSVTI
#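 Purified human 12hLO (150 nM final) in 25 mM Hepes, 0.01% Triton X-100, pH 7.0 was preincubated 15 min at room temperature with compound. Then 40 uM arachidonic acid was added, 30 min. Hydroperoxide was read by Fe-XO absorbance ratio 573/405 nm.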
# * marks the source's active call; other numbers are inactive results; ? = inconclusive; & = joins results of further samples; [ ] = another dose, or the depositor's remark. On the % scale 0 is the no-effect control and ±100 the full control effect; potency means the concentration at half of the fitted maximal effect. A portion of the library. The share of hits here may be higher or lower than overall.
SMILES | 12-LOX inh
Cc1ccc(NC(=O)N2CCCC(Cn3c(C4CC4)nc4cccnc43)C2)cc1C (stereo not drawn) | 15%
COCc1cc(C[C@@H]2C[C@H](NC(=O)COc3ccccc3)C2(C)C)no1 | 40%[176 µM]
Cc1ccc(S(=O)(=O)N[C@@H](C)CO)cc1 | -23%
COC(=O)C1(NC(=O)c2ccc(Cl)c(Cl)c2)CCCCC1 | -25%
O=C(CSc1nc(=O)n(Cc2ccncc2)c2c1CCC2)N1CCCC1 | 5%
Cc1ccc(C(=O)N2CCC3(CC2)N(C)C(=O)CS3(=O)=O)s1 | 10%
CCn1nc(C(=O)OCC(=O)Nc2c(Cl)cc(Cl)cc2Cl)c2ccccc2c1=O | ?
Cc1ccc(S(=O)(=O)C[C@@H]2OC[C@H](CO)N2S(=O)(=O)c2ccc(C)cc2)cc1 | -2%
Fc1ccc(Nc2ncncc2-c2ccccc2C(F)(F)F)cc1 | ?
O=C(COc1ccccc1)N1CCC(c2nc(C3CCOCC3)no2)CC1 | 8%
Cc1cccnc1NC(=O)C1c2ccccc2C(=O)N(C2CCCC2)C12CCCC2 (stereo not drawn) | 42%[activator]
COC(=O)/C=C1\OCc2ccccc21 | 12%
CCn1cnnc1CC1CCN(C(=O)c2ccc3ccccc3n2)C1 (stereo not drawn) | 6%
Cn1c(CNC(=O)c2cccc(C3CCNC3)c2)nc2ccccc21 (stereo not drawn) | 95%[activator]
COc1cc(C(=O)O[C@@H]2CC3CC[C@]2(C)C3(C)C)ccc1O | ?
O=C(NCc1cn[nH]c1-c1cccs1)c1cn(CCC2CCCCN2)nn1 (stereo not drawn) | 0%
CCCN(CC1CC1)C(=O)CCC1CCN(S(=O)(=O)c2ccccc2)CC1 | 37%
COc1cccc(NC(=O)[C@@H]2C[C@H](c3ccc(F)cc3)N(Cc3csc(C)n3)C2)c1 | ?
Cc1ccccc1C(=O)Nc1nc(-c2cc3ccccc3oc2=O)cs1 | 8%
CSCC(=O)N[C@H]1CCN2C(=O)c3cc(-c4ccc5c(c4)OCO5)ccc3NC(=O)[C@H]12 | ?

# In the list so far, two have an aryl methoxy group:
SMILES | 12-LOX inh
COc1cc(C(=O)O[C@@H]2CC3CC[C@]2(C)C3(C)C)ccc1O | ?
COc1cccc(NC(=O)[C@@H]2C[C@H](c3ccc(F)cc3)N(Cc3csc(C)n3)C2)c1 | ?

# The listing continues.
SMILES | 12-LOX inh
CCCc1nc(SC)ncc1C(=O)Nc1ccc(Cl)cc1C | ?
COc1ccc2[nH]cc(C3C(NC(=O)c4ccccc4)=C(C)Nc4ncnn43)c2c1 (stereo not drawn) | 14%
C=CC#CC[N+](CC)(CC)CC#Cc1ccccc1 | -53%
CNCc1cccc(OC(F)(F)F)c1 | -3%[12.5 µM]
CCCN(CC1CCOC1)C(=O)Nc1ccc(C)cc1Cl (stereo not drawn) | 44%[activator]
Cc1ccc(C(C)C)c(OCC(=O)NCc2ccc(Cn3cccn3)cc2)c1 | 21%
O=C(c1ccccn1)N1CCCCCC1CN1CCCC1 (stereo not drawn) | 87%[activator]
CCCC(=O)Nc1ccc(CNCc2c(C)cc(C)cc2C)cc1 | 11%
c1coc(-c2ccnc3nc(C4CC4)nn23)c1 | 7%
Cc1nc(N2CCC(NC(=O)c3nccc4ccccc34)CC2)cc(C(F)(F)F)n1 | 21%
CC(C)(C)NC(=O)C(c1ccncc1)n1c(=O)c(-c2ccccc2)nc2ccccc21 (stereo not drawn) | -1%
CCOC(=O)c1cnc(NC2CCCC2)c2ccccc12 | -8%
COC(=O)N1CCN(c2nc3ncccc3o2)CC1 | 17%[176 µM]
CC(=O)Nc1ccc(-c2ccc(=O)n3c2[C@@H]2C[C@@H](CN(S(=O)(=O)c4ccc(Cl)cc4)C2)C3)cc1 | 44%[activator]
O=C(CC1CCCC1)NCCC1CCN(C(=O)Nc2cc(F)ccc2F)CC1 | -17%
Cc1ccc(CNC(=O)C2(C)CCCCC(=O)N2)cc1 (stereo not drawn) | 11%
COc1ccc(-c2cc3ncc(C(=O)c4cc(Cl)c(C)cc4O)cn3n2)cc1 | 5%
COc1ccc(C(C)O)cc1CSc1nc2ccccc2s1 (stereo not drawn) | 2%
Cn1cnnc1-c1nn(C)c2c1CN(C(=O)c1cc3ccccc3[nH]1)CC2 | 13%
CNCC(=O)N1C[C@@H](COc2cccnc2)[C@H](c2ccccn2)C1 | ?

# Random excerpt: three entries already listed
SMILES | 12-LOX inh
COc1ccc(-c2cc3ncc(C(=O)c4cc(Cl)c(C)cc4O)cn3n2)cc1 | 5%
COC(=O)N1CCN(c2nc3ncccc3o2)CC1 | 17%[176 µM]
CCCC(=O)Nc1ccc(CNCc2c(C)cc(C)cc2C)cc1 | 11%

# Next part:
SMILES | 12-LOX inh
Cn1c(-c2cccnc2)cc2cnc(Nc3ccc(F)cc3)cc21 | -23%
COC(=O)c1cc2c(c3c4cc(F)ccc4n(S(=O)(=O)c4ccc(C)cc4)c13)C(=O)N(Cc1ccccc1)C2 | -12%
Cc1nn(-c2ccc(N3CCOCC3)nn2)c(C)c1CCC(=O)NCc1cccs1 | -3%
O=C1CN(C(=O)CCC(=O)N2CCc3c(nc4cc(-c5ccccc5)[nH]n4c3=O)C2)c2ccccc2N1 | -1%
CCn1cnc2c1c(=O)n(CC(=O)N(C)CC(=O)NC(C)(C)C)c(=O)n2Cc1ccccc1 | 8%
CCc1nn(-c2ccccc2)c(Oc2ccccc2OC)c1CCC(=O)NCCOC | ?
COc1ccc(OC)c(NC(=O)CN2C(=O)C(c3ccccc3)=NC23CCCC3)c1 | 4%
CC[N+](CC)(CC)Cc1ccc(C#N)o1 | -4%
O=C(NCc1nnc2n1CCCC2)[C@H]1CNC[C@H](C(=O)N2CCCC2)C1 | 21%
Cc1cccc(-c2nc(SCc3noc(CCC(=O)Nc4ccc5ccccc5c4)n3)n[nH]2)c1 | -19%
O=C(Cc1cccs1)N1CCN(c2ncnc3c2nnn3-c2ccccc2)CC1 | ?
CCn1cc(C(=O)NC2CCN(C3CC3)CC2)c2ccccc21 | 32%[activator]
NC(=O)c1cccc(OCc2coc(-c3cccc(F)c3)n2)c1 | 7%
CC(C)OCCCNc1ncnc2c1CN(C1CCNC1)C(=O)CN2C (stereo not drawn) | ?
CS(=O)(=O)CCNCc1nc(-c2ccc3ncnc(Nc4ccc(OCc5cccc(F)c5)c(Cl)c4)c3c2)cs1 | ?
CN1CCCC1c1nc(C2CN(C(=O)c3ccoc3)C2)no1 (stereo not drawn) | 34%
O=C(Nc1ccc(Cc2ccncc2)cc1)C12CC3CC(CC(Br)(C3)C1)C2 | 37%
CC1(C)CC(NC(=S)Nc2ccc(Cl)cc2)CC(C)(C)N1 | ?
Cn1nc(C(=O)OCC(=O)NC2CC2)c2ccccc2c1=O | -2%
O=C(Nc1cccnc1)N1CCOC[C@H](Oc2ccccc2)C1 | 46%[activator][176 µM]
C=CCNC(=O)C[C@@H]1CCN(C(=O)Nc2cccc(C(F)(F)F)c2)C[C@@H]1CC | -5%[176 µM]
CCN1CC(c2nc(-c3ccc4nc[nH]c4c3)no2)CCC1=O (stereo not drawn) | 26%
O=C(c1cccc(F)c1)N1CCC2(CCCN(c3ccccc3)C2)CC1 | ?
O=C(NCCc1nccc(-c2ccccc2)n1)[C@H]1CCC[C@H](O)C1 | -22%
O=C1CCCC2=C1C(c1cccnc1)C1=C(CCCC1=O)N2 | 43%[activator]
Cc1cccc(C(=O)N2CC(C(=O)N(C)C)C3(CCOCC3)C2)c1 (stereo not drawn) | 52%[activator]
COCCC1(NS(C)(=O)=O)CCN(C(=O)c2ocnc2C)CC1 | 14%
CC(=O)Nc1ccc(CN2CCC3(CC2)CC(c2cccnc2)=NO3)cc1 | 4%&57%
CCNC(=O)CN1CCN(C(C(=O)O)c2c[nH]c3ccc(Cl)cc23)CC1 (stereo not drawn) | 2%
COC(=O)[C@@]12C[C@@H](CC(=O)NCc3ccccc3)C(=O)N(CCc3ccc(OC)c(OC)c3)C1=CCC(C)(C)C2 | 4%
COc1ccc(Cn2c(C3CCN(C(=O)c4sccc4C)CC3)n[nH]c2=O)cc1 | 1%
COC(=O)c1cc(-c2cc(OC)c(OC)c(OC)c2)nc2ccccc12 | ?
Cc1cccc(C(=O)N2CCC(Cc3ncc(C)n3C(C)C)C2)c1 (stereo not drawn) | 18%
Cc1ncc(CN2CCC(C3(c4cccnc4)NC(=O)NC3=O)CC2)[nH]1 (stereo not drawn) | 13%
Cc1ccc(C)c(C(=O)NCc2nnc3c(-c4nc(C5CC5)no4)cccn23)c1 | 77%[activator]
O=C(CCc1nc(-c2ccc(F)cc2)no1)N1CCc2sccc2C1c1cccs1 (stereo not drawn) | -15%
Cc1cccc(NC(=O)Nc2ccc(C)n(CC(=O)NCc3ccccc3Cl)c2=O)c1 | -2%
CN(C)Cc1nnc(C2CC(NC(=O)c3conc3-c3ccccc3)C2)n1C (stereo not drawn) | 35%[activator]
COc1ccc(OC)c(S(=O)(=O)N2CCOCCNC(=O)[C@H]3CCCC[C@H]32)c1 | 29%
CN(C)c1ncc2nc(-c3ccccc3)c(=O)n(C)c2n1 | -27%

# (listing goes on)
Structure,12-LOX inh
CCC(=O)N1CCC(OC2CCN(C(=O)CC3CCCCC3)CC2)CC1,14%
O=C(c1ccc(N2CCC(O)CC2)nc1)N1CCC(Oc2cccnc2)CC1,3%
CC(=O)N1CC(CO)C2(CCN(C(=O)c3cccc(Br)c3)CC2)C1 (stereo not drawn),-5%
COCCC(=O)N[C@@H]1CN(Cc2ccccn2)C[C@H]1CN(C)C,168%[activator]
CC(=O)N1CCC2(CC1)CCN(c1ncccc1C#N)CC2CO (stereo not drawn),21%
CCC(CC)CN1C[C@]23C=C[C@H](O2)C(C(=O)N(C)Cc2nccs2)C3C1=O (stereo partly drawn),?
OC[C@@H]1O[C@H](CNCc2cccc(Cl)c2)[C@H](N2CCN(c3ccc(F)cc3)CC2)[C@@H]1O,?
COC1CCN(C(=O)c2cnc3c(c2)N(C(=O)Cc2cn(C)c4ccccc24)CCC3)CC1,9%
COc1ccc([S+](=O)([O-])N2CCC(N3CCOCC3=O)CC2)cc1,5%[6.33 µM]
O=C1OC(CN2CCOCC2)CN1/N=C/c1ccc([N+](=O)[O-])o1 (stereo not drawn),?
O=C(NCCc1cccnc1)c1ccc(C(F)(F)F)cc1,2%
C[C@H](c1ccccc1)N1C(=O)[C@@H]2CN(C(=O)CC(C)(C)C)CCN2C1=O,-19%[176 µM]
Cc1cc(Cl)ccc1NC(=O)C1CN(S(C)(=O)=O)CC12CCCCC2 (stereo not drawn),1%
O=C(C[C@H]1NC(=O)c2ccccc2NC1=O)Nc1nc(-c2ccc3c(c2)OCO3)cs1,17%
O/N=C1\CCCc2c1[nH]c1ccc(OCc3ccccc3)cc21,?
CN(Cc1cccc(C(F)(F)F)c1)Cc1ccccc1OCC(=O)O,?
COc1ccc(-n2cccn2)c(CN2CCC3(CCNC(=O)CC3)CC2)c1,-9%
COc1ccc(-c2nc(C)nc3c2CN(Cc2ccc(NC(C)=O)cc2)CC3)cc1,164%[activator]
O=C(NCCNC(=O)c1cccc2cccnc12)c1cccc2cccnc12,5%
COc1ccc(-c2noc([C@@H]3Cc4nc[nH]c4CN3C(=O)c3ccc(F)cc3)n2)cc1,7%[176 µM]
Cc1cccc2sc(N(Cc3cccnc3)C(=O)c3ccc(Cl)s3)nc12,0%
CCCNC(=O)C(C)NC(=O)c1nn(C)c(=O)c2ccccc12 (stereo not drawn),32%
CSc1cccc(NC(=O)Cn2c3c(c(=O)n2-c2ccccc2)Cc2ccccc2O3)c1,0%
O=Cc1ccccc1-c1ccc(O)cc1,8%[12.5 µM]
OCC1CN(c2ccncn2)CC12CCN(CC1CCCCC1)CC2 (stereo not drawn),56%[activator]
Cc1ccc([S+](=O)([O-])N(C)Cc2ccc(-c3ccccc3)cc2)cc1,52%[activator]
CN(C)c1nc2c(c(=O)[nH]1)CCN(Cc1cc(Cl)ccc1F)CC2,22%
C[S+](=O)([O-])N1CC2ON=C(C(=O)N3CCCC3)C2C1 (stereo not drawn),5%[12.5 µM]
COC[C@@H]1CN(C(=O)COc2ccccc2)C[C@H]1c1nc(C)no1,11%
Cc1cc2nc3n(c(=O)c2n1CC(=O)NCCc1ccc(Cl)cc1)CCCC3,2%
COc1ccc(S(=O)(=O)Nc2cc3c(cc2SC2CCCCC2)n(C)c(=O)n3C)cc1,?
COc1ccc(CN2CC3(CCN(C(=O)Cc4c(F)cccc4Cl)CC3)C2=O)cc1,1%
O=S(=O)(c1ccc(F)c(F)c1)N1CCN(Cc2ncc(-c3ccccc3)o2)CC1,14%
CC(C)(C)NC(=O)NC(=O)COC(=O)c1ccc2ccccc2n1,-54%
Cc1ccc(CNc2nc3ccccc3nc2NS(=O)(=O)c2cccs2)cc1,-5%
O=C(NC[C@H]1OC[C@@H](NCc2ccccn2)[C@@H]1O)C1CCCC1,28%[176 µM]
O=c1[nH]ccn1C1CCN(Cc2cccc3ccccc23)CC1,?
CN(C)C[C@@H]1CN(Cc2ccccc2)C[C@H]1NC(=O)c1cccn1C,5%
CN(Cc1cccn1C)Cc1cccn1C,37%[176 µM]
O=C(Cc1ccccc1)N1CCCC2(CC(c3ccccn3)=NO2)C1 (stereo not drawn),7%[6.33 µM]

# Single entries from the entries so far:
# Value of CN(C)Cc1nnc(C2CC(NC(=O)c3conc3-c3ccccc3)C2)n1C (stereo not drawn) under 12-LOX inh: 35%[activator]
# Value of Cc1ccc(CNC(=O)C2(C)CCCCC(=O)N2)cc1 (stereo not drawn) under 12-LOX inh: 11%
# Value of COC(=O)/C=C1\OCc2ccccc21 under 12-LOX inh: 12%
# Value of CCN1CC(c2nc(-c3ccc4nc[nH]c4c3)no2)CCC1=O (stereo not drawn) under 12-LOX inh: 26%
# Value of CN(C)c1nc2c(c(=O)[nH]1)CCN(Cc1cc(Cl)ccc1F)CC2 under 12-LOX inh: 22%
# Value of O=Cc1ccccc1-c1ccc(O)cc1 under 12-LOX inh: 8%[12.5 µM]
# Value of Cc1nn(-c2ccc(N3CCOCC3)nn2)c(C)c1CCC(=O)NCc1cccs1 under 12-LOX inh: -3%

# Bioassay records as filed in PubChem BioAssay.
